# Compound activity from PubChem.
# HePTP inh: human HePTP phosphatase inhibition; P35236; recombinant HePTP phosphatase activity, OD absorbance; inhibition, % at 20 µM; 0.64% of 110,000 active; AID 521; in the data active = inhibition above about 50%;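 note: plate controls were vehicle for no effect and reference inhibitor for full effect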
# Target sequence (P35236 whole entry, looked up): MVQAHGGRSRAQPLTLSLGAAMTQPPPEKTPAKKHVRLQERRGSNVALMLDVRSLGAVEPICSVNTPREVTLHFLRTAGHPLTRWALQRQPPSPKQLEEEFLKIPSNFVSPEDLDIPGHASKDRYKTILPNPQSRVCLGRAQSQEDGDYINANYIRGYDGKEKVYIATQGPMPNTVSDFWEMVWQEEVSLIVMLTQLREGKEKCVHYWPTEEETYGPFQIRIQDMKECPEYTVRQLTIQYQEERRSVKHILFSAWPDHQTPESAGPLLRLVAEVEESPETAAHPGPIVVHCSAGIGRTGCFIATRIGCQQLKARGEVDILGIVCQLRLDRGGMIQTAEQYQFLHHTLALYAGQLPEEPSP
# BAP1 block: human BAP1 deubiquitinase inhibition; Q92560; recombinant BAP1, Ub-AMC hydrolysis fluorescence kinetic; active compounds read low; activity remaining (% of control), % at 20 µM; 0.48% of 72,000 active; AID 436;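 active = activity remaining at or below 50% of control, provided the compound also passes the data quality filters; inactive = the rest, including low values that fail the filters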;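 note: 100% = DMSO wells rate and 0% = substrate alone blank rate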
# Target sequence (Q92560 whole entry, looked up): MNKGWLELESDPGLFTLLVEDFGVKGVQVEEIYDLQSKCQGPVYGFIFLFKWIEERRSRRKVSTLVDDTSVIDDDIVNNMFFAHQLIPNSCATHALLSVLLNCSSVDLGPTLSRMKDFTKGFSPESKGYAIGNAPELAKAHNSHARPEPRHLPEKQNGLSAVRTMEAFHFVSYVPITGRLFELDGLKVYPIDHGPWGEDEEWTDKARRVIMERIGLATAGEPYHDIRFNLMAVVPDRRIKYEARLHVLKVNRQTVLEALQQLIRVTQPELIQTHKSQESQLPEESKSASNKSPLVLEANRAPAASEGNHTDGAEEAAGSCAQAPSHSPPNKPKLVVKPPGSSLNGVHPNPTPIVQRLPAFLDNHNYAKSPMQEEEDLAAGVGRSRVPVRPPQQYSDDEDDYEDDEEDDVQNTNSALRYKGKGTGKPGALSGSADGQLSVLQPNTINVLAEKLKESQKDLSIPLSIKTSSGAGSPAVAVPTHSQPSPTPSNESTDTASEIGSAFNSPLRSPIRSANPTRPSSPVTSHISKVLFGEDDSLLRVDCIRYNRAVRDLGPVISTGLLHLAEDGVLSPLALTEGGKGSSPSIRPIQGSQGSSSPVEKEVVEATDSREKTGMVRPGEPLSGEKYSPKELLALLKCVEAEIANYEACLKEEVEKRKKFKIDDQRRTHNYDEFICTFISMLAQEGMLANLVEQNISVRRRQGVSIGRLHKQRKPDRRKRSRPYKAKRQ
# * hit, by the source's call; x = no result given; & = joins results of further samples.
SMILES	HePTP inh	BAP1 block
Cc1ccc2c(c1)C1(c3ccccc3)Nc3ccc(C)cc3C1(c1ccccc1)N2 (stereo not drawn)	5	x
C=CCOCCN(C)C1=NS(=O)(=O)c2cc([N+](=O)[O-])ccc21	-1	x
CC(/C=N/O)Cc1ccc2c(c1)OCO2 (stereo not drawn)	3	121
O=[N+]([O-])c1cc(NS(=O)(=O)Cc2ccccc2)ccc1F	-14	x
CC(Sc1nnc(N)s1)c1ccccc1Cl (stereo not drawn)	1	83
Cc1ccc(S(=O)(=O)NC2(C(F)(F)F)NC(=O)N(C)C2=O)cc1 (stereo not drawn)	7	87
O=C(c1cccnc1)N1CCN(Cc2ccc3c(c2)OCO3)CC1	5	155
COc1ccc(-c2nc(C#N)c(NC(C)c3ccccc3)o2)cc1OC (stereo not drawn)	3	x
O=c1[nH]c(N2CCOCC2)nc2c1CCCC2	3	102
C=CCNC(=O)c1sc(=S)n(-c2ccc(C(=O)OCC)cc2)c1N	5	82
Cc1cc(C)nc(/N=C(\N)Nc2cccc(F)c2)n1	x	192
COCC(C)n1c(C)cc(C(=O)COC(=O)c2c(C)nn(-c3ccccc3)c2C)c1C (stereo not drawn)	4	100
CCCc1cc(=O)n2[nH]cnc2n1	14	82
O=C(CSc1ccccn1)c1ccc2c(c1)OCO2	4	94
CCC(NS(=O)(=O)c1c(C)[nH]c(=O)[nH]c1=O)C12CC3CC(CC(C3)C1)C2 (stereo not drawn)	8	77
CCOc1ccc2nc(SCC(=O)NCCc3ccccc3)sc2c1	8	x
Cc1cc(NC(=O)CSc2nnnn2C2CCCC2)no1	-3	x
CCOC(=O)N1CCC(NC(=O)C2CCCN(C(=O)N3CCOc4ccccc43)C2)CC1 (stereo not drawn)	7	95
CCCS(=O)(=O)N1CCC(C(=O)NCCN(C)Cc2ccccc2)CC1	-4	98
CCOc1ccc2c(c1)sc(=NC(=O)C1CC1)n2C	1	62
CC(=O)Nc1nc(-c2ccc(Br)s2)cs1	-10	56
COC(=O)c1ccsc1NC(=O)c1ccc2c(c1)OCCO2	-4	x
COC(=O)c1[nH]c2ccc(C)cc2c1NS(=O)(=O)c1ccc(F)c(C)c1	0	83
O=C(COc1ccc(Cl)cc1)NNC(=O)C(=O)NCCO	9	x
CCOc1ccc(-n2nc3ccc(NC(=O)c4ccc(C)c([N+](=O)[O-])c4)cc3n2)cc1	-6	52
Cn1nnc2c(sc3nc(N4CCOCC4)c4c(c32)CCCC4)c1=O	2	138
COc1cccc(NC(=O)c2cc(I)ccc2Cl)c1	-13	x
CCOC(=O)n1c(=O)oc2cc(S(=O)(=O)N3CCOCC3)ccc21	1	101
CS(=O)(=O)N(CC(=O)N1CCc2ccccc2C1)c1ccc2c(c1)OCO2	8	67
O=C(O)C1CCCCC1C(=O)Nc1nc(-c2ccc(Br)cc2)cs1 (stereo not drawn)	-7	x
O=C1C2C(C(=O)N1c1ccc3c(c1)OCO3)C1C=CC2C12CC2 (stereo not drawn)	-6	96
COc1ccc(CCNS(=O)(=O)c2cccs2)cc1OC	x	68
COc1ccc(S(=O)(=O)N(CCc2ccccc2)CC(=O)Nc2ccc3c(c2)OCO3)cc1	-2	x
CCNc1nnc(-c2ccccc2OC)s1	8	x
O=C(Nc1ccc(OC(F)(F)F)cc1)c1cccc([N+](=O)[O-])c1	2	x
Cc1ccc([N+](=O)[O-])cc1Cc1c(F)cc(F)cc1F	-19	x
CCOC(=O)N1CCN(S(=O)(=O)c2ccc(C)c(C)c2C)CC1	-4	149
C/C=C/C=C(/NC(=O)c1ccccc1)C(=O)Nc1cccc(C)c1	-18	x
CS(=O)(=O)N/N=C/c1ccc2c(c1)OCO2	-1	x
Cc1ccc(NC(=O)/C(C#N)=C/c2ccc(N(C)C)o2)cc1C	2	x
C=CCSc1nc2c(c(=O)[nH]c(=O)n2C)n1C/C=C(/C)Cl	8	131
Cc1ccc(-c2cc(C(F)(F)F)n3nc(C(=O)OC(C)C)cc3n2)cc1	7	x
Cc1ccc(NC(=O)Cn2c(C)cc(C)c(C#N)c2=O)c(Cl)c1	0	82
Cc1cccc(C)c1NC(=O)C[N+](C)(C)C	x	100
O=C1NC(=S)N(c2ccccc2)C(=O)/C1=C/c1ccc(-c2ccc(Cl)c(C(=O)O)c2)o1	23	x
O=C(O)CC(NC(=O)COc1ccc(Cl)cc1Cl)C(=O)O (stereo not drawn)	6&-2	123
CCn1cnc2c1c(=O)n(Cc1nnc3n1-c1ccccc1SC3)c(=O)n2Cc1ccccc1	-1	114
CCOC(=O)C1CCCN(C(=O)CCNS(=O)(=O)c2ccc3c(c2)CCC(=O)N3)C1 (stereo not drawn)	-4	106
COCCN1C(=O)C(=O)/C(=C(/O)c2ccccc2)C1c1cc(OC)ccc1OC (stereo not drawn)	-11	59
COCCN(C(=O)c1csnn1)C(C(=O)NC1CCCCC1)c1sccc1C (stereo not drawn)	2	98
O=C(c1ccco1)N(Cc1ccccc1)C(Cc1ccccc1)c1cccs1 (stereo not drawn)	12	x
COC(=O)C1=NNC2C(=O)N(c3ccccc3Br)C(=O)C12 (stereo not drawn)	2	x
O=C1S/C(=C\c2ccc(-c3ccc([N+](=O)[O-])cc3)o2)C(=O)N1c1ccccc1	-4	x
NC(=O)CSc1nc(N)c2c3c(sc2n1)CCCCC3	5	94
O=S(=O)(Cc1ccccc1)N1CCN(Cc2ccc3c(c2)OCO3)CC1	0	x
COc1ccc(C(c2nnnn2Cc2ccccc2)N2CCN(C(=O)c3ccco3)CC2)cc1OC (stereo not drawn)	9	83
O=C(CSc1nc2ccccc2[nH]1)c1ccc2ccccc2c1	13	x
Cc1c(C(=O)NCC2CCCO2)oc2ccc(S(=O)(=O)N3CCCC3)cc12 (stereo not drawn)	11	x
COc1ccc(/C=C/C(=O)Nc2ccc(N3CCCCC3)c(Cl)c2)cc1	5	x
Cc1ccsc1C(=O)OCC(=O)NCc1ccc2c(c1)OCO2	1	119

# (list continues)
SMILES	HePTP inh	BAP1 block
Cc1ccc(C(=O)Nc2ccc(O)c(-c3nc4ccccc4s3)c2)cc1[N+](=O)[O-]	2	x
Cn1c(NCc2cc(Br)ccc2O)nc2ccccc21	-5	x
O=C1OC(c2ccc(Br)cc2)=N/C1=C/c1ccc(Cl)cc1Cl	0	x
CCOC(=O)COn1c(=O)c[n+]([O-])c2ccccc21	9	107
CNc1nnc(Cl)c2ccccc12	x	99
O=C1C=C(Nc2ccccc2)C(=O)N1c1ccccc1Cl	-6	x
Cc1csc(NC(=O)Cc2nn(C)c(=O)c3ccccc23)n1	-3	108
CCCN1C(=O)c2ccccc2NC1c1cccc(F)c1 (stereo not drawn)	-11	x
CC(C)C(=O)NNC(=O)C12CC3CC(CC(C3)C1)C2	0	x
CCOc1ccc(-n2c(=O)[nH]cc(C(=O)N3CCc4ccccc43)c2=O)cc1	6	87
Cc1cccc(OCCNc2cc(Cl)ccc2[N+](=O)[O-])c1	1	x
COc1ccc2c(C)cc(SCC#N)nc2c1	-2	118
CCOC(=O)c1c(C)n(C)c2ccc(O)c(CN3CCC(C)CC3)c12	4	107
O=C(COc1ccccc1)NNC(=O)c1ccc(F)cc1	5	x
CCOC(=O)N1CCC(NC(=O)Cn2cc3c(n2)CCCC3)CC1	6	85
CC1=NN(c2cccc(C(=O)O)c2)C(=O)/C1=C\c1ccc2c(c1)OCO2	-7	x
COc1ccc(CN(Cc2cc3cc4c(cc3[nH]c2=O)OCO4)C(=O)NC2CCCCC2)cc1	3	143
COc1ccc(NC(=O)c2cc3cc(OC)ccc3oc2=O)cc1	-5	x
Cc1ccc(-c2nc3ccccc3o2)cc1NC(=S)NC(=O)/C=C/c1ccccc1	0	x
CC1Cc2ccccc2N1C(=O)C1CCN(S(=O)(=O)c2cccs2)CC1 (stereo not drawn)	5	78
CCn1nc(C)c(NC(=O)CCCSc2nc(-c3ccco3)cc(C(F)(F)F)n2)c1C	15	83
O=c1cc(CN2CCOCC2)c2c(ccc3ccccc32)o1	2	79
Cn1nnnc1Sc1nc(-c2cccnc2)nc2ccccc12	3	104
O=C1C(Cl)=C(NCC2CCCO2)C(=O)N1C1CCCCC1 (stereo not drawn)	2	83
CCC1(c2ccccc2)NC(=S)N(c2ccc(C)cc2)N1 (stereo not drawn)	-4	x
Cc1ccc(S(=O)(=O)NC(=O)c2ccc(Cl)cc2)cc1	x	91
NC(=O)C1(N2CCCCC2)CCN(CC(=O)Nc2ccccc2-c2ccccc2)CC1	-3	75
CCc1cc2c(=O)n(Cc3ccco3)c(SCc3c(C)noc3C)nc2s1	1	52
CC(C)OC(=O)c1cccc(C(=O)Oc2ccccc2)n1	x	65
COc1cc(C2NC(=O)NC(C)=C2C(=O)OC2CCCC(C)C2)ccc1O (stereo not drawn)	-4	80&130

# Sorted by value in HePTP inh (ascending): three from the list above.
structure	HePTP inh	BAP1 block
COc1cccc(NC(=O)c2cc(I)ccc2Cl)c1	-13	x
CC(Sc1nnc(N)s1)c1ccccc1Cl (stereo not drawn)	1	83
Cc1ccc(NC(=O)/C(C#N)=C/c2ccc(N(C)C)o2)cc1C	2	x

# Compounds above containing a furan ring, fused or not (8):
SMILES	HePTP inh	BAP1 block
Cc1ccc(NC(=O)/C(C#N)=C/c2ccc(N(C)C)o2)cc1C	2	x
O=C1NC(=S)N(c2ccccc2)C(=O)/C1=C/c1ccc(-c2ccc(Cl)c(C(=O)O)c2)o1	23	x
O=C(c1ccco1)N(Cc1ccccc1)C(Cc1ccccc1)c1cccs1 (stereo not drawn)	12	x
O=C1S/C(=C\c2ccc(-c3ccc([N+](=O)[O-])cc3)o2)C(=O)N1c1ccccc1	-4	x
COc1ccc(C(c2nnnn2Cc2ccccc2)N2CCN(C(=O)c3ccco3)CC2)cc1OC (stereo not drawn)	9	83
Cc1c(C(=O)NCC2CCCO2)oc2ccc(S(=O)(=O)N3CCCC3)cc12 (stereo not drawn)	11	x
CCn1nc(C)c(NC(=O)CCCSc2nc(-c3ccco3)cc(C(F)(F)F)n2)c1C	15	83
CCc1cc2c(=O)n(Cc3ccco3)c(SCc3c(C)noc3C)nc2s1	1	52

# (list continues)
SMILES	HePTP inh	BAP1 block
Cc1cc(OC(C)C(=O)N2CCN(Cc3ccc4c(c3)OCO4)CC2)ccc1Cl (stereo not drawn)	x	121
COc1ccc(OCC(=O)Nc2cccc(OC)c2)cc1	2&-9	129
COc1cc(Br)cc(/C=C2\C(=O)NN(c3ccccc3)C2=O)c1O	-4	x
CCc1nnc(NC(=O)CCCOc2ccc(Cl)cc2C)s1	0	x
COc1ccc(N(CC(=O)N2CCCC2)S(=O)(=O)c2ccc(C)cc2)c(OC)c1	8	x
CN(CCCNC(=O)C1CCCN(S(=O)(=O)c2cnc[nH]2)C1)c1ccccc1 (stereo not drawn)	5	93
Cn1cc(/C(Cc2ccccc2)=N\O)c2ccccc21	7	110
COc1ccc2c(c1)c1ncnc(N3CCN(Cc4ccc5c(c4)OCO5)CC3)c1n2C	12	134
Cc1cccc(OCC(=O)N2CCC(N3CCCCCC3)CC2)c1	-4	86
Cc1ccc(CN2CCNC(=O)C2CC(=O)O)cc1 (stereo not drawn)	6	97
COCCNc1ncnc2nc[nH]c12	4	x
O=S1(=O)N=C(Oc2ccc(-c3ccccc3)cc2)c2ccccc21	-9	x
N#C/C(=C\c1ccc(-c2ccc([N+](=O)[O-])cc2Br)o1)C(N)=O	10	x
Cc1ccc2c(COC(=O)c3n[nH]c4ccccc34)cc(=O)oc2c1	3	x
Cc1cc([N+](=O)[O-])ccc1N[C@@H]1C[C@H](O)[C@@H](CO)O1	0	x
CCN(CC)CCCN(Cc1cc2cc(OC)ccc2[nH]c1=O)C(=O)Nc1ccccc1	12	53
Cc1ccc(N2CCN(C(=O)Nc3ccc(Cl)cc3Cl)CC2)cc1	1	x
O=C(CSc1ncc(-c2ccc(F)cc2)[nH]1)N1CCCCC1	6	108
O=C1C=C(NCc2ccc(Cl)c(Cl)c2)C2(CCCCC2)O1	-3	x
CC(C)Cn1c(-c2cccs2)nc2nc3ccccc3nc21	5	x
O=C(c1ccccc1)C(Sc1ccc(Br)cc1)C(=O)c1ccccc1	8	x
CCOc1ccc(-n2nc3ccc(NC(=O)c4ccc(Cl)cc4)cc3n2)cc1	-4	x
O=C(Nc1ccc(Cl)c(Cl)c1)Nc1nnc(COc2ccccc2)s1	-7	x
Nn1c(SCC(=O)Nc2ccc(F)cc2)nnc1-c1ccccn1	-6	x
CCOC(=O)c1ccccc1NC(=O)CN(c1ccccc1OC)S(=O)(=O)c1ccccc1	-14	x
Cc1ccc(C(=O)N/N=C\c2ccc(I)o2)o1	10	x
Cc1occc1-c1nnc(SCc2nc3ccccc3c(=O)n2CC#N)n1C	12	170
CCOc1nc(OCC)c(C=O)c(OCC)n1	-16	x
C=C(C)C1Cc2nc(N)nc(C)c2C1 (stereo not drawn)	6	57
CN(C)CC(Oc1ccc(Cl)cc1)C(=O)O (stereo not drawn)	12	x
COCCNC(=O)c1cc(Br)ccc1Cl	-10	105
Cc1cc(C)n(-c2ncnc3c2oc2ccccc23)n1	8	110
CC(C)(C)NCC(=O)c1c[nH]c2ccccc12	1	100
COc1ccc(OC)c(C(=O)COC(=O)c2cc(C)oc2C)c1	14	54
O=C1N/C(=N/N=C/c2ccccc2)SC1Cc1cc(Cl)ccc1Cl (stereo not drawn)	7	x
CC1CCCC(C)N1C(=O)COc1ccc2ccccc2c1 (stereo not drawn)	5	x
O=C(NCCN1CCOCC1)c1cc(-c2ccc(Br)cc2)nc2ccccc12	104*	x
Cc1ccc(OCCCCCc2c(C)n[nH]c2C)c(C)c1	4	x
O=C(c1ccc([N+](=O)[O-])cc1)N1CCN(c2ccc([N+](=O)[O-])cc2)CC1	x	94
CCN(c1ccccc1)S(=O)(=O)c1ccc(C(=O)Nc2nnc(COC)o2)cc1	-5	97
